Assay outcomes as filed in PubChem.
OX1R antag: OX1R (human) antagonism | 330,000 compounds, 1.8% hits | OX1R-expressing cells, FRET antagonist read-out | inhibition, % at 6.6 µM | O43613; in the data active means inhibition mostly above about 38%, no sharp cut-off; inactive means mostly below about 40%;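 further: 0% = agonist challenge alone and 100% = reference antagonist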
Target sequence (O43613 whole entry, looked up): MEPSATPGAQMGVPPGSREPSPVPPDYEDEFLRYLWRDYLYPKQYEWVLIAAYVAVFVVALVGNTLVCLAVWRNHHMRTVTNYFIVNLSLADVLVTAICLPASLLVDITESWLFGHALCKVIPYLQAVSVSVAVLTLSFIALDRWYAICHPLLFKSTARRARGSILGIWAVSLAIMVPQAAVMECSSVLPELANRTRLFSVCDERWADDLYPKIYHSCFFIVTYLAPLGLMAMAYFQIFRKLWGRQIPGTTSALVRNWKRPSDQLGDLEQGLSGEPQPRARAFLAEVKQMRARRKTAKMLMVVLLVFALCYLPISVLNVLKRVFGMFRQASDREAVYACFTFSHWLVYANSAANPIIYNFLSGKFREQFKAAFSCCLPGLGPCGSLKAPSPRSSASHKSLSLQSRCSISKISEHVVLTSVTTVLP
STK33 inh: blocks human STK33 kinase activity; Q9BYT3; purified STK33, MBP phosphorylation, ADP-Glo luminescence; inhibition, % at 10 µM; 320,000 compounds, 0.073% hits; AID 2661;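 active means inhibition at or above 25%, using the most active replicate where run in duplicate; inactive means inhibition below 25%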
Target sequence (Q9BYT3 whole entry, looked up): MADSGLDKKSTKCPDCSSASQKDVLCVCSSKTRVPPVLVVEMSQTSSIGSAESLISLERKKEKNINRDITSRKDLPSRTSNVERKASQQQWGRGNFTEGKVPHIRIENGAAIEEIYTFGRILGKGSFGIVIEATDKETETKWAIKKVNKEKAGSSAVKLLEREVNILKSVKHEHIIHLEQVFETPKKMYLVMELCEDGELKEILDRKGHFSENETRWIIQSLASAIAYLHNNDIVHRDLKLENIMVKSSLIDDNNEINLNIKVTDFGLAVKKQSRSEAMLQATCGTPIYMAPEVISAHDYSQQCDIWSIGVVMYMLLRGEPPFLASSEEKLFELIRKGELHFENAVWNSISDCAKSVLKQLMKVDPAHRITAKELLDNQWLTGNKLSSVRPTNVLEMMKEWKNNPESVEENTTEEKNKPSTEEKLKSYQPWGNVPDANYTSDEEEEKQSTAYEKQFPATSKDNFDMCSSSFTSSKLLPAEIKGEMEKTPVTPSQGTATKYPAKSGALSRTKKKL
* hit, by the source's call; nt = not tested or not shown.

canonical_smiles	OX1R antag	STK33 inh
Cc1ccc(C)c(N(CC(=O)NC(C)C)C(=O)CCC(=O)Nc2ccccn2)c1	1	-2.6
CC(=O)Nc1ccn(Cc2c(F)cccc2Cl)n1	2	-1.2
CC(C)c1ccc(C2(C)NC(=O)N(CC(=O)NC3CCCC(C)C3C)C2=O)cc1 (stereo unspecified)	-4	-0.3
C/C(=N\NC(=O)Cn1nc(C)c(Br)c1C)c1cccs1	12	-0.6
Cc1cccc(NC(=O)CSc2nc3[nH]ncc3c(=O)[nH]2)c1	10	0.8
COc1cccc(CNS(=O)(=O)c2c(C)nc3scc(C)n3c2=O)c1	15	0.5
Cc1cccc(Nc2nc3c(c(=O)n(C)c(=O)n3C)n2CC(O)CO)c1 (stereo unspecified)	-3	-0.2
Cc1cc(NC(=O)COc2ccc(Cl)cc2Cl)n(CCC#N)n1	16	-0.7
Cc1ccc(-c2cc(-c3ccc(F)cc3)n[nH]2)c(O)c1	nt	-1.3
CC(NC(=O)c1ccc(Cl)cc1)C(=O)NC1=NCCS1 (stereo unspecified)	14	-1.9
CCOC(=O)C1=CN(Cc2cccc(I)c2)S(=O)(=O)N(C)C1C (stereo unspecified)	16	nt
COc1ccccc1/C=C/C=N/n1c(-c2ccc(C)cc2)n[nH]c1=S	15	-1.9
CS(=O)(=O)c1ccc(N2CCN(c3ccccn3)CC2)c([N+](=O)[O-])c1	39	0.1
Cc1cccc(Nc2nc(N3CCCC3)nc(N3CCCC3)n2)c1	-5	-1.3
CCCn1nc(C(=O)Nc2cc(C(=O)OC)ccc2C)c2ccccc2c1=O	4	-0.5
Cc1ccc(NC(=O)CCC(=O)OC(C(=O)c2ccc(C)c(C)c2)c2ccccc2)c(C)c1 (stereo unspecified)	4	0.4
O=C(c1ccc(Br)o1)N(Cc1ccccc1)c1ccccn1	3	0.1
Cc1ccccc1NC(=O)NC1CCCc2ccccc21 (stereo unspecified)	9	0.0
Cc1ccccc1NC(=O)c1cccc(N2C(=O)C3CCCCC3C2=O)c1 (stereo unspecified)	18	0.0
COc1ccc(C(=O)Nn2c(C)nc3ccccc3c2=O)cc1[N+](=O)[O-]	4	-2.4
CCc1ccc(-c2cc(C)no2)cc1S(=O)(=O)Nc1ccc(C)cn1	6	-1.5
O=C(COc1ccc(Cl)c(Cl)c1)NC1CCS(=O)(=O)C1 (stereo unspecified)	0	-0.3
CC(=O)Nc1ccc(C(=O)OCC(=O)NCc2ccccc2)cc1	10	1.5
O=C(CNC(=O)c1sc2ccccc2c1Cl)NCc1cccnc1	30	-2.0
CCOC(=O)CC1CCCCN1C(=O)CCCn1nnnc1CN1CCOCC1 (stereo unspecified)	2	0.4
CC(=O)CC(=O)Nc1ncc(C(F)(F)F)cc1Cl	10	1.7
N#CC1=C(N)NC(SCC(=O)c2ccccc2)=C(C#N)C12CCCC2	27	-0.9
CCOC(=O)c1c(-c2ccc(OC)cc2)csc1NC(=O)CSc1ncnc2sccc12	18	-0.5
Cc1nn(CCCC(=O)NCc2ccc(F)cc2)c(=O)c2nccn12	2	-0.9
c1ccc(N2CCN(Cc3ccnc4ccccc34)CC2)cc1	26	1.5
O=C(NCc1ccco1)c1ccc2c(c1)S(=O)(=O)c1ccccc1C2=O	49	-1.0
CN1COc2ccc3ccccc3c2C1	17	-1.6
COc1ccccc1-n1c(CNC(=O)COc2ccccc2)n[nH]c1=S	21	-0.8
CN(CC(=O)Nc1c(Cl)cccc1Cl)C(=O)CNC(=O)C1CCCCC1	3	0.1
O=Cc1c(NCCc2cccc(F)c2)c2ccccc2[nH]c1=O	17	0.3
CCNc1nc(NCC)n2c(SCC(=O)NCC3CCCCC3)nnc2n1	7	-0.5
COC(=O)c1ccc(CNC(=O)COC(=O)c2cc(Cl)nc(Cl)c2)cc1	24	0.1
COc1ccc(NC(=O)C2C3C=CC(C3)C2C(=O)NCc2ccco2)cc1 (stereo unspecified)	8	-0.4
CC(C)(C)c1ccc(CCC(CC(=O)O)CC(=O)O)cc1	12	-0.9
O=C1CN(C(=O)CSc2ccccn2)c2ccccc2N1	7	-1.2
CC(Sc1ccsc1[N+](=O)[O-])C(=O)NCc1ccccc1 (stereo unspecified)	25	0.5
CCCOc1ccc(C(=O)Nc2ccc(C)cc2[N+](=O)[O-])cc1	25	-0.8
CCOC(=O)CSc1nnnn1-c1cc(OC)ccc1OC	13	-0.4
Cn1c(=O)[nH]c(Nc2ccc(F)cc2)c([N+](=O)[O-])c1=O	14	1.3
Cc1cc(Br)c2[nH]cc(CCNC(=O)c3ccco3)c2c1	5	0.6
O=C(C1COc2ccccc2O1)N1CCN(Cc2ccc(Br)cc2F)CC1 (stereo unspecified)	14	-1.5
COc1ccc(NC(=O)CSc2nnc(CNC(=O)c3ccco3)o2)cc1	2	-0.8
O=c1ccccn1CCOc1ccccc1Cl	9	-1.3
CCCCN(C(=O)CCCc1nc2ccccc2c(=O)[nH]1)c1c(N)n(CC(C)C)c(=O)[nH]c1=O	19	-0.2
Cc1ccnc2c(N3C(=O)C4C5C=CC(C5)C4C3=O)cccc12 (stereo unspecified)	5	-1.0
COc1cccc2cc(C(C)N(CCCN3CCOCC3)C(=S)Nc3cccc(C)c3)oc12 (stereo unspecified)	2	3.4
CCOc1ccc(S(=O)(=O)NCCC(=O)OCC(=O)NC(=O)c2cccn2C)cc1	7	-1.5
O=C(CN1CCC(NC(=O)c2ccco2)CC1)Nc1ccccc1C(F)(F)F	12	0.5
O=C(COC(=O)c1ccc(CO)cc1)Nc1ccc(OC(F)F)cc1	12	-0.9
Cc1ccc(C(=O)N/C(=C/c2ccccc2)C(=O)NC(Cc2ccccc2)C(=O)O)cc1 (stereo unspecified)	8	-2.2
CC(C)NC(=O)C1CCN(C2CCN(Cc3cn[nH]c3-c3ccccc3)CC2)CC1	21	2.2
Cc1ccc(CN2[C@@H](CC3CCCCC3)COCCS2(=O)=O)cc1	24	-1.2
C=CCN(C(=O)C1=NN(C2CCS(=O)(=O)C2)C(=O)CC1)c1nc(-c2ccc([N+](=O)[O-])cc2)cs1 (stereo unspecified)	22	-0.8
CCOc1ccccc1NCc1cc(=O)oc2cc(C)ccc12	47*	0.6
CCOc1ccc(C(=O)NCC(c2ccco2)N2CCc3ccccc3C2)cc1 (stereo unspecified)	23	-1.5

Remaining list, next part:
canonical_smiles	OX1R antag	STK33 inh
CCN(CC)CCNS(=O)(=O)c1ccc2[nH]cc(C(=O)O)c(=O)c2c1	-2	-1.6
CC(=O)c1ccc(N2CCN(C(=O)c3ccc(Br)cc3)CC2)c(F)c1	20	1.1
CC1=C(n2ccnc2)CCC1=O	24	1.7
Cc1ccccc1OCC(=O)NC(Cc1c[nH]c2ccccc12)C(=O)O (stereo unspecified)	18	0.6
Cc1csc(SCC(=O)Nc2ccccn2)n1	2	-0.2
O=C(Cn1nc(Cc2cccnc2)c2ccccc2c1=O)NCc1ccc(F)cc1	4	-0.4
O=C(Nc1ccnn1C1CCN(Cc2ccc(OC(F)F)cc2)CC1)C1CCCC1	-2	1.3
O=C(N=C1SC2CS(=O)(=O)CC2N1c1ccc(Cl)cc1)C1CCCO1 (stereo unspecified)	8	-1.7
CCCC(=O)O/N=C(\c1ccccc1)c1ccncc1	-9	-0.6
OCC1(c2cc(C(F)(F)F)n[nH]2)CCCCC1	2	-1.0
O=C(NCc1cccnc1)C1CCCCN1S(=O)(=O)c1ccc(F)cc1 (stereo unspecified)	9	-0.9
CCCCNC(=O)c1onc(CSc2ccc(Cl)cc2)c1C(=O)NCCCC	25	0.0
O=C(NC(=S)NCc1ccccc1)c1ccc(Br)o1	5	-0.2
CCOC(=O)N1CCC(NC(=O)c2cc(S(=O)(=O)N3CCOCC3)ccc2F)CC1	5	0.0
Cc1ccc2cc3c(N)c(C(=O)Nc4c(C)[nH]c(=O)[nH]c4=O)sc3nc2c1	25	0.9
COc1ccc(OC)c2c1nc1n2CCS1	5	-1.2
CCOC(=O)CC1COc2ccccc2N1C(=O)c1ccc(C)cc1 (stereo unspecified)	15	-1.2
CCN(CC)C(=O)CS(=O)CC(=O)Nc1cc(OCCOC)c(Cl)cc1Cl (stereo unspecified)	13	-0.9
COc1ccc(CC(=O)OC(C)C(=O)Nc2ccc(Cl)cn2)cc1 (stereo unspecified)	1	-0.7
O=C(O)CCC(=O)Nc1ccc(Br)cn1	14	-0.3
Cc1nnc(SCCCn2c(N3CCCCC3)nc3c2c(=O)[nH]c(=O)n3C)s1	3	-1.7
CCN(CC)C(=O)c1cc2c(=O)n3ccccc3nc2s1	18	-0.5
O=C(O)CSc1cccnc1Sc1ccc(Cl)cc1	10	0.0
CCOC(=O)[C@H]1[C@H]2COc3cc(OC)ccc3[C@@H]2N2C(=O)c3ccc(F)cc3NC(=O)[C@@]12C	18	-1.1
O=C(N[C@H](C(=O)O)c1ccccc1)C1CCC(Cn2nnc3ccccc3c2=O)CC1 (stereo partly specified)	5	-1.4
Cn1c(=O)[nH]c(=O)c2c1nc(NCCCO)n2Cc1ccc(F)cc1	23	-1.6
CC(C)OC(=O)c1cc(NC(=S)Nc2ccc([N+](=O)[O-])cc2)cc(C(=O)OC(C)C)c1	19	-1.3
COc1cc(C(=O)NC(=S)Nc2ccccc2[N+](=O)[O-])cc(OC)c1OC	24	-2.2
COc1ccc(C2c3ccc4ccccc4c3Oc3ncn(CCO)c(=N)c32)cc1OC (stereo unspecified)	1	6.0
COc1cc2c(cc1OC)CN(C(=O)c1ccc(OC)c(S(=O)(=O)N3CCOCC3)c1)CC2	6	-0.3

Complete entries from above. Order of screens: OX1R antag	STK33 inh
Profile of CCOC(=O)[C@H]1[C@H]2COc3cc(OC)ccc3[C@@H]2N2C(=O)c3ccc(F)cc3NC(=O)[C@@]12C : 18	-1.1
Profile of COc1ccc(OC)c2c1nc1n2CCS1 : 5	-1.2
Profile of COc1cc(C(=O)NC(=S)Nc2ccccc2[N+](=O)[O-])cc(OC)c1OC : 24	-2.2

More records.
canonical_smiles	OX1R antag	STK33 inh
O=S(=O)(c1ccccc1F)N1CCC(Oc2ccc(-n3cnnn3)cc2)CC1	26	nt
COc1ccccc1NS(=O)(=O)c1ccc(C)c(NC(=O)c2ccc(S(=O)(=O)N3CCCCCC3)cc2)c1	10	-0.9
COc1cc(C2SC(C)C(=O)N2CCc2ccccc2)cc(OC)c1OC (stereo unspecified)	23	0.6
CCC(C)NCCOCCOc1ccc(Br)cc1 (stereo unspecified)	13	-1.0
C/C(=N\NC(=O)C1CC1)c1ccc(Cl)cc1	19	0.6
OC(c1cccs1)(c1cccs1)C1C[N+]2(CF)CCC1CC2 (stereo unspecified)	14	0.6
Cc1ccccc1NC(=O)c1nc(S(C)(=O)=O)ncc1Cl	15	-2.5
COc1cc(OC)c(C(=O)NCC(c2cccs2)N(C)C)cc1OC (stereo unspecified)	12	-0.8
CCCCSc1ccc(NC(=O)c2cccnc2)cc1	18	0.0
O=C(Nc1ccc(F)cc1F)c1cccnc1	21	1.7
Cc1ccc(OC(=O)C(C)c2cccc(C(=O)c3ccccc3)c2)cc1 (stereo unspecified)	30	-0.8
O=C(CSCCO)Nc1ccc(C2CCCCC2)cc1	22	-0.1
O=C(NCCC1CCCCN1S(=O)(=O)c1cccs1)C(=O)Nc1ccccc1 (stereo unspecified)	12	-0.4
Cc1cc(C)n(C(CC(=O)O)C(=O)O)n1 (stereo unspecified)	6	0.8
CC(C)(C)NC(=O)CCN(/N=C/c1ccncc1)C1=NS(=O)(=O)c2ccccc21	9	-0.1

As entered above:
OX1R antag with O=C(Cn1nc(Cc2cccnc2)c2ccccc2c1=O)NCc1ccc(F)cc1 = 4
STK33 inh with COc1ccc(CC(=O)OC(C)C(=O)Nc2ccc(Cl)cn2)cc1 (stereo unspecified) = -0.7
OX1R antag with Cc1cc(Br)c2[nH]cc(CCNC(=O)c3ccco3)c2c1 = 5
STK33 inh with CCCCSc1ccc(NC(=O)c2cccnc2)cc1 = 0.0
STK33 inh with CC(=O)CC(=O)Nc1ncc(C(F)(F)F)cc1Cl = 1.7
OX1R antag with Cc1ccc2cc3c(N)c(C(=O)Nc4c(C)[nH]c(=O)[nH]c4=O)sc3nc2c1 = 25

(listing goes on)
canonical_smiles	OX1R antag	STK33 inh
COc1cc(OC)cc(C(=O)Nc2sc3c(c2C(N)=O)CCC3)c1	11	-1.7
CCCCOc1ccc(N2C(=O)CC(NCCc3ccc(S(N)(=O)=O)cc3)C2=O)cc1 (stereo unspecified)	12	0.8
O=C(O)c1ccccc1C(=O)OCCCCOC(=O)c1ccccc1C(=O)O	18	0.0
COc1ccc(S(=O)(=O)NC(Cc2ccccc2)C(=O)O)cc1 (stereo unspecified)	-5	-1.5
O=S(=O)(Nc1nc2ccccc2nc1-[n+]1cccc(N=C([O-])c2ccccc2Cl)c1)c1ccccc1	31	-0.8
Cc1ccc(-n2cccc2/C=C2/C(=N)N3C(=NC2=O)SN=C3S(C)(=O)=O)cc1	32	0.8
NS(=O)(=O)c1ccc(O)c(NC(=O)c2ccc([N+](=O)[O-])cc2)c1	92*	0.4
CCCCN(CC)S(=O)(=O)N1CCC(C(=O)NCc2ccc(F)cc2)CC1	20	-2.5
CCOc1ccc(NCc2nc3ccccc3n2CCOc2ccccc2)cc1	20	-0.5
O=c1c2ccccc2c2ccccc2c(=O)n1Cc1cccnc1	23	-0.3
CCCCc1ccc(NC(=O)CSc2nc(=O)n(CCN3CCOCC3)c3c2CCC3)cc1	19	0.8
O=C(NCc1cccs1)C(=O)NCC1OCCCN1S(=O)(=O)c1ccc(F)cc1 (stereo unspecified)	18	-1.9

In the list so far, three contain a CF3 group.
canonical_smiles	OX1R antag	STK33 inh
CC(=O)CC(=O)Nc1ncc(C(F)(F)F)cc1Cl	10	1.7
O=C(CN1CCC(NC(=O)c2ccco2)CC1)Nc1ccccc1C(F)(F)F	12	0.5
OCC1(c2cc(C(F)(F)F)n[nH]2)CCCCC1	2	-1.0
